APOBEC3G inh – blocks human APOBEC3G single-stranded DNA deamination; recombinant A3G, ssDNA deamination FAM/TAMRA fluorescence; inhibition, % at 20 µM; 330,000 compounds, 0.28% hits;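 active = inhibition of at least 40% at 20 µM, with no more than 30% in the related APOBEC3A deaminase screen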;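 also: plate controls were DMSO wells with A3G for no effect and wells lacking A3G enzyme for full effect; some compounds called inactive have numbers as strong as hits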
CCR6 antag – blocks CCL20-driven beta-arrestin recruitment at human CCR6; P51684; CHO-K1 CCR6 PathHunter beta-arrestin, luminescence, CCL20-stimulated; AID 493098; 340,000 compounds, 0.49% hits; inhibition, % at 20 µM;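 active = compounds whose inhibition of the agonist-driven luminescence signal at 20 µM reaches about 50%, limit read from the data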;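 also: cells stimulated with CCL20 at 14 nM final; plate controls were DMSO with CCL20 for no effect and DMSO without agonist for full effect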
Target sequence (P51684 whole entry, looked up): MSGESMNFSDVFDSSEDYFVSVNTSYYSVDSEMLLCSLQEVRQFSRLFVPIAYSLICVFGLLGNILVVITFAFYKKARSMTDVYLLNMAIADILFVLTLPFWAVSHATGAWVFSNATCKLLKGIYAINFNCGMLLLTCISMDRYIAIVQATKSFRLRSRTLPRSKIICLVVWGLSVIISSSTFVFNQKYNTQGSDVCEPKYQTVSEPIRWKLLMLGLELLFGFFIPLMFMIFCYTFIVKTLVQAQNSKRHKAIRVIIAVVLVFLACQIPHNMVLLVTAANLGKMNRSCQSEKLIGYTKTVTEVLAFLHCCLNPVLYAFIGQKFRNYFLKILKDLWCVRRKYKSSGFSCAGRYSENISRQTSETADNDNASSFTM
APOBEC3A inh – inhibitors of human APOBEC3A DNA deaminase | inhibition, % at 20 µM | 330,000 compounds, 0.41% hits | recombinant A3A, FAM/TAMRA ssDNA deamination fluorescence | P31941 | AID 493011;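 active = at least 40% inhibition at 20 µM here, with at most 30% in a related deaminase screen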;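 also: plate controls were A3A with DMSO for no effect and wells lacking A3A enzyme for full effect; some results filed as inactive read as strong as hits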
Target sequence (P31941 whole entry, looked up): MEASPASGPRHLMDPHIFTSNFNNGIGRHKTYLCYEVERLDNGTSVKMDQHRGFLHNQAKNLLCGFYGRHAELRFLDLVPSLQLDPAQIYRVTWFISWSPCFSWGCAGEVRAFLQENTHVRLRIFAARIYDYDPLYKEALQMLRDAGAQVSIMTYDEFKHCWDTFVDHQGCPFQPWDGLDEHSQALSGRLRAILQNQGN
CXCR6 block – blocks human CXCR6 beta-arrestin recruitment. O00574. CHO-K1 PathHunter CXCR6 beta-arrestin, luminescence. inhibition, % at 20 µM. 360,000 compounds, 0.36% hits; in the data active = inhibition above about 34%, passing the limit was not always enough;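 also: antagonist mode with CXCL16 agonist at 10 nM final; 0% = 10 nM CXCL16 with DMSO and 100% = unstimulated wells without agonist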
MPTP block – permeability transition pore inhibition; isolated mouse mitochondria, Ca2+ swelling absorbance, 30 min; inhibition, % at 10 µM; 360,000 compounds, 1.4% hits;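 active = inhibition of 50% or more, scaled per plate between neutral and stimulator controls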;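 also: 0% = DMSO wells given calcium and 100% = 1 mM EGTA wells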
Gli-Sufu antag – blocks Gli-Sufu signaling in a luciferase reporter | Sufu-KO-LIGHT fibroblasts, Gli luciferase reporter luminescence | inhibition, % at 5 µM | 340,000 compounds, 0.74% hits | AID 588413;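 active = inhibition above about 55%, limit read from the data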;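 also: 0% = DMSO-treated cells and 100% = wells with medium but no cells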
EBI2 block – blocks human EBI2 receptor beta-arrestin signaling. P32249. EBI2 beta-arrestin recruitment, luminescence, 7a,25-OHC stimulated. inhibition, % at 5 µM. 360,000 compounds, 0.81% hits; in the data active = inhibition above about 38%;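 also: enzyme fragment complementation signal reports receptor beta-arrestin coupling in cells; 0% = agonist plus DMSO wells and 100% = wells without agonist; some results beyond the cut were filed as inactive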
Target sequence (P32249 whole entry, looked up, the tested form may be a part): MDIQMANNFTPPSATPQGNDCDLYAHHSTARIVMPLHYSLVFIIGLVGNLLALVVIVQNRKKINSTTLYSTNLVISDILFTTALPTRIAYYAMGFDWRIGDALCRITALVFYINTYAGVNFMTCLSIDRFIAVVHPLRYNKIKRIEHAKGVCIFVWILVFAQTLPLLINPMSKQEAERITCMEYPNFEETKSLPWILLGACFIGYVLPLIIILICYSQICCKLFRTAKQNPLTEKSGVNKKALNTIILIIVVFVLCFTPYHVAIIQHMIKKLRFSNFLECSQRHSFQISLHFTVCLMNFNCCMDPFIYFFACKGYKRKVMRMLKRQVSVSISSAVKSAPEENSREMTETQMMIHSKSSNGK
NR3A LBD binder – modulates the human NR3A ligand-binding domain | NR3A LBD differential scanning fluorimetry, Tm shift; 0% = protein alone, 100% = glycine-bound protein | Tm shift relative to glycine control, % at 25 µM | 340,000 compounds, 2.5% hits | AID 1259313;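 active = melting temperature shift of at least 10% of the positive control shift, at one fixed dose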
* hit, by the source's call; . = no result given.

SMILES	APOBEC3G inh	CCR6 antag	APOBEC3A inh	CXCR6 block	MPTP block	Gli-Sufu antag	EBI2 block	NR3A LBD binder
CCOc1nnc(C)c2c(C)n(-c3cccc(Cl)c3)nc12	-2	0	-2	-4	-1.7	-1	-6	4
CC1Cc2ccccc2N1S(=O)(=O)c1cccc(C(=O)NCCCO)c1 (centres undefined)	-4	-26	-2	-7	-4.6	5	-8	4
CCOc1ccc(NC2=NCCC(=O)N2Cc2cccs2)cc1	-7	7	3	8	0.8	6	-5	-1
Cc1ccc(S(=O)(=O)Nc2cc(C(C)C)c(O)cc2C)cc1	-1	-22	3	1	6.3	4	6	1
O=C(N/N=C/c1ccncc1)c1cc([N+](=O)[O-])cc([N+](=O)[O-])c1O	3	28	4	-18	-2.3	1	2	2
Cc1csc(CNC(=O)C2CCC(=O)N(CCc3cccc(F)c3)C2)n1 (centres undefined)	-6	-6	-4	7	-1.3	5	-9	8
Cc1ccc(CNC(=S)N(C)C)cc1	-3	-8	-3	0	1.5	17	-16	-1
COc1cccc(NC(=O)NCCN2CCCCC2)c1	-4	10	1	3	0.5	40	6	0
COc1ccc(Cl)cc1N1CCN(CCNC(=O)Nc2ccccc2C)CC1	-7	13	-4	11	94*	-8	24	-8
Cc1ccc(NC(=O)c2ccc(CNS(=O)(=O)c3cccc(C(F)(F)F)c3)cc2)cc1	-4	13	-4	5	0.1	-3	14	11*

The list goes on; it opens with the 2 that closed the last part.
SMILES	APOBEC3G inh	CCR6 antag	APOBEC3A inh	CXCR6 block	MPTP block	Gli-Sufu antag	EBI2 block	NR3A LBD binder
COc1ccc(Cl)cc1N1CCN(CCNC(=O)Nc2ccccc2C)CC1	-7	13	-4	11	94*	-8	24	-8
Cc1ccc(NC(=O)c2ccc(CNS(=O)(=O)c3cccc(C(F)(F)F)c3)cc2)cc1	-4	13	-4	5	0.1	-3	14	11*
COCC(C)n1c(SCC(=O)NC(=O)Nc2ccc3c(c2)OCCO3)nc2ccccc2c1=O (centres undefined)	-1	18	3	2	1.2	4	-3	2
CC1(C)Cc2c(sc(NC(=O)C(=O)N3CCCCC3)c2C(=O)O)CO1	-9	0	-3	1	0.2	-18	-3	1
CCOc1ccc(/C=N/OCC(=O)NCc2ccc3c(c2)OCO3)cc1OC	-8	13	1	7	11	0	-7	1
Cc1ccc(S(=O)(=O)N2CCCC(C(=O)NCc3ccc4c(c3)OCO4)C2)cc1 (centres undefined)	-11	6	-4	4	-0.5	-4	-5	-2
CSc1ccc(/C=C/C(=O)OCC(=O)NCC2CCCO2)cc1 (centres undefined)	-5	0	-1	-2	-0.1	-4	8	4
CC(C)C1CC(CCN)(c2ccccc2)CCO1 (centres undefined)	-9	18	-6	-10	-0.3	10	-8	0
CCOc1ccc2[nH]c(=O)c(CN(CCCN3CCOCC3)Cc3nnnn3Cc3ccc(OC)cc3)cc2c1	-7	-1	3	-4	-1.4	18	0	-3
COc1ccc(C)cc1S(=O)(=O)N1CCCC(C(=O)NC2CC2)C1 (centres undefined)	3	7	6	5	-0.3	0	9	2
COc1ccccc1-n1c(SCC(=O)OC(C)C)nc2cccnc21	1	9	5	11	-1.4	9	-13	1
CCCCn1c(N)c(N(CCOC)C(=O)c2ccc(N3C(=O)CCC3=O)cc2)c(=O)[nH]c1=O	-5	7	-1	-5	-0.4	1	10	2
COCCNC(=O)c1onc(CSc2ccc(C(C)C)cc2)c1C(=O)O	13	7	3	-2	-1.1	-17	-7	-2
Clc1cc2c(cc1/C=N/Nc1nc(N3CCOCC3)nc(N3CCOCC3)n1)OCO2	0	4	1	0	-0.6	9	-6	7
Cc1cccc(-n2c(CNC(=O)COc3ccccc3)nnc2SCC(=O)Nc2nccs2)c1	2	15	0	2	-1.4	1	6	1
CC(C)CCNC(=O)Cn1c(=O)oc2cc(S(=O)(=O)N3CC(C)CC(C)C3)ccc21 (centres undefined)	-1	1	-1	-1	0.7	2	-1	0
O=C(Nn1cnnc1)c1ccccc1F	1	2	-2	3	0.2	5	-4	2
O=C1CC/C=C\C[C@@H](CC(=O)N(CCO)Cc2ccccc2)C(=O)N[C@H](Cc2ccccc2)CO1	-6	15	-1	4	0.8	11	-7	3
CCN(C(=O)c1cc2cc(OC)ccc2oc1=O)c1ccccc1	-3	-11	-2	4	-0.5	-2	7	1
CCCCN(CC)S(=O)(=O)c1ccccc1	-4	2	-1	0	-1.4	5	-4	0
COc1ccc(-c2c3c(nc4sc(C(=O)Nc5cc(C)on5)c(N)c24)CCC3)cc1	-13	9	-6	10	0.5	33	25	-3
CCN(CC)S(=O)(=O)c1cc(-c2nnc(-c3ccc(Br)cc3)o2)ccc1Cl	-3	-8	-1	6	3.1	0	33	0

A stretch taken from the entries so far:
SMILES	APOBEC3G inh	CCR6 antag	APOBEC3A inh	CXCR6 block	MPTP block	Gli-Sufu antag	EBI2 block	NR3A LBD binder
CCCCN(CC)S(=O)(=O)c1ccccc1	-4	2	-1	0	-1.4	5	-4	0
COc1ccc(-c2c3c(nc4sc(C(=O)Nc5cc(C)on5)c(N)c24)CCC3)cc1	-13	9	-6	10	0.5	33	25	-3
CCN(CC)S(=O)(=O)c1cc(-c2nnc(-c3ccc(Br)cc3)o2)ccc1Cl	-3	-8	-1	6	3.1	0	33	0

(list continues)
SMILES	APOBEC3G inh	CCR6 antag	APOBEC3A inh	CXCR6 block	MPTP block	Gli-Sufu antag	EBI2 block	NR3A LBD binder
O=C(CSc1ccc2nnc(-c3ccc(F)cc3)n2n1)NCc1ccco1	3	8	6	4	0.0	-1	-6	1
Cc1ccc(-c2nnc(N3CCOCC3)c3ccccc23)cc1S(=O)(=O)N(C)C	-9	-3	-12	-11	1.3	4	4	-1
CCN(C(=O)COC(=O)c1cc(Cl)ccc1OC)c1c(N)n(Cc2ccccc2)c(=O)[nH]c1=O	0	-2	1	-2	-0.3	-1	-6	-1
CCOC(=O)C1=CC[C@@H](c2ccccc2Cl)N(S(=O)(=O)c2ccc(C)cc2)[C@H]1C(=O)OCC	-8	11	-5	2	-2.6	4	5	1
CC(C)CCNc1nc(N)c([N+](=O)[O-])c(NC2CCCCC2)n1	-6	7	-6	-10	1.0	7	5	-1
COc1ccccc1N(C)S(=O)(=O)c1ccc(C(=O)OCC(N)=O)cc1	-2	15	2	-5	1.0	-12	-5	-2
CCOC(=O)N1CCN(c2nc3ccc(C(=O)c4ccccc4)cc3n3cnnc23)CC1	-2	35	-3	29	3.1	13	12	-5
COc1ccc(N(C)C(=O)C2CCN(S(=O)(=O)c3cccc4nsnc34)CC2)cc1	1	-15	-6	6	-1.9	5	-21	0
CC(=O)Nc1ccc(S(=O)(=O)NCc2nc(-c3ccccc3)no2)cc1	-6	-13	0	1	-0.6	-18	1	-1
C=CCc1ccc(OCCn2cncn2)c(OC)c1	-5	9	-1	1	1.7	2	-9	2
O=C(NCCS(=O)(=O)N1CCN(Cc2ccccc2)CC1)c1ccccc1	-3	7	-1	2	2.0	23	4	.
Cn1c(SCC(=O)OCc2ccccc2)nnc1-c1ccco1	1	3	0	3	-2.2	0	-6	-2
Cc1cccc(OCCCC(=O)Nc2ccc(Cl)c(S(=O)(=O)N3CCOCC3)c2)c1	-6	1	-3	-16	9.0	-3	-3	-6
COc1cc(C(=O)NNC(=O)c2cc(=O)[nH]c3ccccc23)cc(OC)c1OC	-10	2	-3	-8	0.7	-3	0	3
Cc1ccc(-c2cc(C(=O)OCC(=O)N(C)c3c(N)n(Cc4ccccc4)c(=O)[nH]c3=O)c3ccccc3n2)o1	-2	12	0	9	-2.4	-11	3	0
Cc1ccc(-c2nc3ncccc3o2)cc1NC(=O)c1sc2ccccc2c1Cl	-8	-5	-6	-5	-0.1	5	5	-1
Cc1ccc(S(=O)(=O)NNC(=O)c2ccc(F)cc2)cc1	-5	-3	-5	3	1.3	7	-4	-1
CCOc1ccc(-c2nc(-c3cccnc3)no2)cc1OCC	-5	-10	1	-3	1.1	-18	9	-5
CCNc1nc(NC(C)C)nc(NS(=O)(=O)c2ccc(Cl)cc2)n1	-7	-6	-3	-6	3.9	-3	-13	7
CCN(CC)C(=O)C1CCCN(c2ccc([N+](=O)[O-])cc2/C=N/NC(=O)c2ccc([N+](=O)[O-])cc2)C1 (centres undefined)	-3	14	0	7	2.5	0	9	-5
Cc1cc(C(=O)O)ccc1-n1c(C)cc(/C=C2\SC(=O)NC2=O)c1C	7	6	-4	-9	2.3	25	1	0
O=c1c([N+](=O)[O-])c[nH]c2ccccc12	-2	6	2	0	0.9	-2	-5	1
Cc1csc(N/N=C\c2cccnc2)n1	-3	-10	7	3	-2.6	-21	3	-6
N#Cc1cccc(C#N)c1N1CCC(C#N)CC1	1	7	3	2	-0.3	-6	10	0
CS(=O)(=O)N(CC(=O)NCCSc1ccccn1)c1ccc(F)cc1	6	7	3	-5	-4.0	1	5	-2
Cc1cccnc1NC(=O)CCNS(=O)(=O)c1ccc2c(c1)c(=O)n(C)c(=O)n2C	-9	-1	-2	7	-0.1	-1	-9	6
CCOC(=O)c1c(NC(=S)Nc2ccc(Cl)cc2)sc2c1CCN(C)C2	.	29	.	-1	12	14	9	-6
Cc1c(NC(=O)C(C)Oc2ccccc2F)c(=O)n(-c2ccccc2)n1C (centres undefined)	-7	-1	-2	-7	-0.6	21	16	-4
CCn1c(SCc2nc3cc(OC)c(OC)cc3c(=O)[nH]2)nc2ccccc21	-6	-3	0	-2	-0.3	14	-8	-3
CC1CCCCC12NC(=O)N(CC(=O)Nc1cccnc1Cl)C2=O (centres undefined)	-4	14	0	-3	0.2	5	-6	1
COc1ccc(CNC(=O)CN(Cc2ccc(C)cc2)C(=O)c2csnn2)cc1	-6	9	2	-4	1.0	-8	-11	-2
CC(C)CCNC(=O)c1ccc2c(SCC(=O)O)c3c(nc2c1)CCC3	-4	6	-1	0	3.6	4	-2	1
Cc1cnc(C(=O)Nc2ccc(C(=O)N3CCCCC3)cc2)cn1	-3	-8	0	1	-0.1	-6	-6	-1
Clc1ccc(-n2nnnc2Sc2ncnc3sccc23)cc1	-8	38	-3	-5	2.8	3	-51	1
Cc1cccc(C(=O)Nc2cccnc2Cl)c1	-7	0	-6	2	0.0	11	-4	-1
O=C(NCc1ccccn1)C1CC(c2ccccc2Cl)=NO1 (centres undefined)	-3	14	2	-5	-1.7	-6	-4	0
CC(=O)c1c[nH]c(C(=O)Nc2ccc(N3CCCCCC3)cc2)c1	-8	7	-5	-8	1.0	1	-12	1
FC(F)(F)c1ccc(/C=N/n2c(COc3ccccc3)n[nH]c2=S)cc1	36	-2	-2	11	0.3	3	3	6
c1ccc(CN2CCN(c3ncccn3)CC2)cc1	-7	-3	-5	-2	1.9	-3	-3	-2
Clc1cccc(Cl)c1OCCOCCNCc1ccccc1	-4	16	2	4	1.0	14	5	-1
O=c1c2[nH]c3ccc(Cl)cc3c2ncn1CCN1CCCCC1	0	-7	2	1	-0.4	2	3	-1
CCCCNC(=O)COC(=O)c1ccccc1F	-6	5	1	0	0.2	1	-9	0
COC(=O)c1c(C)oc2ccc(N(C(=O)c3ccncc3)S(=O)(=O)c3ccc(C)cc3C)cc12	-5	-1	1	2	62*	61*	6	1
O=C(COC(=O)C1CCCN1C(=O)c1cccs1)Nc1ccc2c(c1)OCO2 (centres undefined)	-2	-16	-4	6	1.5	31	-8	1
Cc1cccc(NC(=S)N2CCCC(c3nc4ccccc4[nH]3)C2)c1 (centres undefined)	-15	5	-4	4	0.3	9	-25	-2
COc1ccc(C(=O)Nc2ccc(Cc3ccncc3)cc2)cc1Br	-3	3	0	-13	4.7	-7	-14	-11
CN(C)C(=O)CSc1nc2cc(S(=O)(=O)N3CCOCC3)ccc2o1	23	8	-1	-2	-2.0	-9	-11	2
Cc1cccc(NC(=O)CSc2nc(C)c(CC(=O)c3ccc(Br)cc3)c(C)c2C#N)c1C	-2	10	-20	5	-1.9	-4	14	-1
O=C(Cc1cccc2ccccc12)NNC(=O)Nc1cccc(Cl)c1	-5	7	-4	-7	1.4	3	-6	7
Clc1ccc(Cn2ccc3ccccc32)cn1	-10	12	0	7	-0.3	-19	5	2
COc1cccc(NC(=O)COc2ccc(Br)c(C)c2)c1	-5	13	-4	-7	-0.6	39	2	-6

Compound activity (PubChem BioAssay)
